# Screening data as filed in PubChem BioAssay.
# 12-LOX inh = Primary qHTS assay for inhibitors of human arachidonate 12S-lipoxygenase (ALOX12): Round 2 | Potency, µM (titrated, usually from 108 µM), without a hit: top-dose activity change, negative = inhibition, most hits filed as inhibitors | AID 1671190, 2021 | 1.1% of 580,000 active | purified 12hLO, xylenol orange hydroperoxide absorbance; active = well fitted inhibition curve with a large enough effect; inconclusive = small, poorly fitted or top-dose-only effect, or another doubt; inactive = no such curve, though single readings can be large or run the other way
# Target sequence (P18054 whole entry, looked up): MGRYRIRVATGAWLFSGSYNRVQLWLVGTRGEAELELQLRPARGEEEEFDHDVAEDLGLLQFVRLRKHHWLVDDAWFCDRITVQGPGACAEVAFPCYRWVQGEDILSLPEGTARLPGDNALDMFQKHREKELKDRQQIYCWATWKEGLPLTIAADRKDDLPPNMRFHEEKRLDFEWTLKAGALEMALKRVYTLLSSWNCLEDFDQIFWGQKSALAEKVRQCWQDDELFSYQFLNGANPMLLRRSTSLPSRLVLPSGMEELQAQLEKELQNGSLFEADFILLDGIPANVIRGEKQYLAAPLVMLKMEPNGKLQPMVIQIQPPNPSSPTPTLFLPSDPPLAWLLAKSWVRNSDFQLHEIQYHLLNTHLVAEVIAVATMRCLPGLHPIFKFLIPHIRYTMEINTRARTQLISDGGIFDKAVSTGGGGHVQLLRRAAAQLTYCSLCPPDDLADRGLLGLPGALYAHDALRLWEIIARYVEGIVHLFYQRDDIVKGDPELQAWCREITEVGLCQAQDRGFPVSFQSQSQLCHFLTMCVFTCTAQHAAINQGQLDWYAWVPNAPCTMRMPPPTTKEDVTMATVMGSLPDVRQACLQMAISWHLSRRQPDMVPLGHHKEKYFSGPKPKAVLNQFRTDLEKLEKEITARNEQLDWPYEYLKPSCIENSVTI
#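 Purified human 12hLO (150 nM final) in 25 mM Hepes, 0.01% Triton X-100, pH 7.0 was preincubated 15 min at room temperature with compound. Then 40 uM arachidonic acid was added, 30 min. Hydroperoxide was read by Fe-XO absorbance ratio 573/405 nm.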
# Starred values were filed as active, the others as inactive; ? = inconclusive; [ ] = remark or other dose. % is scaled to controls: 0 for no effect and ±100 for the full control effect; potency is read from the fitted curve at half-maximal effect. Only part of the results is shown, so the mix of outcomes need not match the whole.
12-LOX inh	Compound
?	COc1ccc(-c2cccc3[nH]c4c(c23)CCN2C(=O)[C@H]3[C@H](C)ON(C)[C@H]3C[C@@H]42)cc1
?	Oc1cc(-c2cccc(Cl)c2)cc2c1OCCN(Cc1noc(C3CC3)n1)C2
56%[activator]	O=C(NC1CCN(c2cc(-c3ccccc3)[nH]n2)C1)c1ccsc1 (stereo unspecified)
49%[activator]	C[C@H](N)C(=O)N1CCC(n2nccc2NC(=O)c2ccc3c(c2)OCO3)CC1
5%	COc1ccc(OC2CCN(C(C)=O)CC2)c(C(=O)NCc2snnc2C)c1
?	CCc1noc([C@@H]2CC(F)(F)CN2C(=O)c2ccoc2C)n1
95%[activator]	COCCn1c(C)cnc1CCN
10%	CCOC(=O)C1CCN(Cc2ccccc2OCC(O)CN(C)C2CCCCC2)CC1 (stereo unspecified)
46%	NC(=O)c1cc[nH]c1C1CCCN(C2CCOCC2)C1 (stereo unspecified)
34%[activator]	Cc1ccccc1CN1CCC(N2CCCC(C(=O)NC3CC3)C2)CC1 (stereo unspecified)
54%[activator]	Cn1nc(C(=O)N2CC[C@H](CO)[C@H](NC(=O)C3CC3)C2)c2ccccc21
?	O=C(COc1ccc(F)cc1)N1CCC2(CC1)NCCc1c2[nH]c2ccccc12
?	Cc1cc(C(=O)N2CCCCCCNC(=O)CC2c2ccccc2)nn1C (stereo unspecified)
44%[activator]	CCN(C1CCOCC1)C1CN(C(=O)C2CCCO2)C1 (stereo unspecified)
-39%	CN(Cc1cn(CC2CCCCC2)nn1)S(=O)(=O)c1ccccc1Br
15%	Cc1cccc(OCC(=O)N[C@@H]2CN(c3ncccn3)C[C@H]2CO)c1
-1%	CCOC(=O)c1ccc(NC(=O)Cn2c(N3CCN(c4ccccc4)CC3)nc(C)cc2=O)cc1
62%[activator]	CC(=O)N1CCC(N2CCC3(CC2)CN(Cc2ccccc2)CC3CO)CC1 (stereo unspecified)
-2%[6.33 µM]	COc1ccc(CN(C)C(=O)C2(c3ccc(OC)cc3)CCOCC2)cc1
?	COCc1cc(CN(C)C(=O)CCc2cc3n(n2)CCNC3)[nH]n1
1%[6.33 µM]	COc1cccc(N2C(=O)NC(=NC3CCCC3)C23CCCN([S+](=O)([O-])c2ccccc2)C3)c1 (stereo unspecified)
-6%	NC(=O)c1ncn([C@@H]2O[C@H](C(=O)O)[C@@H](O)[C@H]2O)n1
58%[activator]	CCN1C(=O)CCc2cc(NC(=O)NC3CCCC3)ccc21
-17%[176 µM]	COC[C@H]1C[C@@H](NCc2cccc(Cl)c2)[C@H](O)[C@@H]1O
-16%	CCOC1=C2CN(S(=O)(=O)c3ccccc3)[C@@H](c3ccccc3)C[C@H]2[C@H]2C(=O)N(c3ccccc3)C(=O)[C@H]2C1
12%[6.33 µM]	O=C(c1ccccc1)N1CCC2(CC1)C(=O)NCN2C(=O)CCCN1CCCC1
16%[176 µM]	O=C1NC2(CCN(Cc3ccsc3)C2)OCc2ccccc21 (stereo unspecified)
109%[activator]	O=C(O)c1[nH]ncc1CN1CCc2[nH]nc(-c3ccc(-c4ccccc4)cc3)c2C1
47%[activator]	CCC[S+](=O)([O-])N1CCN(C(=O)N2CC3CC(C2)[C@H]2CCCC(=O)N2C3)CC1 (stereo partly specified)
16%	O=C(Cc1ccsc1)N1CCC(N2CC3CC(C2)[C@H]2CCCC(=O)N2C3)CC1 (stereo partly specified)
37%[activator]	Cc1cccc(C(=O)N2C[C@@H]3CCCN4CCC[C@@H]([C@H]34)[C@H]2CCCC(=O)N2CCOCC2)c1
-11%	O=C(c1cc2ccccc2[nH]1)N1CCC(N2C(=O)C(O)C23CCCCC3)CC1 (stereo unspecified)
-9%[176 µM]	CN(C)C1(Cc2cc(COc3ccccc3)on2)COC1
67%[activator][176 µM]	COCCC(=O)NC[C@@H]1C=C(C)[C@H](CC(=O)N(C)Cc2cccnc2)C[C@H]1C(C)C
9%	O=C(c1ccc2c(c1)OCO2)N1CCCN(c2cc(-c3ccc(Cl)cc3)[nH]n2)CC1
36%[activator]	CC(C)c1noc(-c2cccn3c(CNC(=O)c4ccc(C(C)(C)C)cc4)nnc23)n1
73%[activator]	OCC1CCCN(c2cc(-c3ccccc3F)nc3ccnn23)C1 (stereo unspecified)
36%	CN1CCN(CCNC(=O)c2ccc3c(c2)N(S(=O)(=O)c2ccccc2F)CC3)CC1
9%	Cc1ccc(CCNC(=O)c2cc3c(=O)[nH]c(C)cn3n2)cc1
5%	COC[C@@H]1CN(Cc2cnn(C)c2C)C[C@H]1C(=O)NC1CC1
31%[activator]	COCCNC(=O)Cc1csc2nc(C)c(-c3cc(C)n(-c4ccccc4F)n3)c(=O)n12
28%	COc1cccc(-c2nc(CN3CCCC3=O)no2)c1
?	COCC1(CNS(=O)(=O)c2ccc(Cl)cc2)C[C@@H](O)[C@@H](O)C1 (stereo partly specified)
-6%	CN(CCC1(O)CCCC1)C(=O)C1CCC(=O)N(Cc2ccccc2F)C1 (stereo unspecified)
-8%	Cc1ccc(NC(=O)N2CCCC(Cn3cnc4cccnc43)C2)c(Cl)c1 (stereo unspecified)
55%[activator]	O=C(C1CC=CC1)N1CCC([C@@H]2CNC[C@H]2CO)CC1
?	CN1Cc2ncnc(NCCc3ccccc3)c2CN(c2ccc(Cl)cc2)C1=O
52%[activator]	Cc1cn2nc(C(=O)Nc3cc(F)cc(F)c3)cc2c(N(C)Cc2ccccc2)n1
44%[activator][176 µM]	c1ccc(CO[C@H]2COCCN(c3nc4ccccc4s3)C2)cc1
190%[activator]	Cn1c(CNC(=O)c2cc3c(s2)CN(C2CC2)C3)nc2ccccc21

# (cont.)
12-LOX inh	Compound
-15%[176 µM]	Cc1noc2c(-c3cccnc3N(C)C)cc(-c3ccccc3)nc12
3%	COc1ccc(NC(=O)Cn2c(C)cc3nc4n(c(=O)c32)CCCCC4)cc1Cl
69%	O=S(=O)(c1ccccc1C(F)(F)F)N1CCCC1c1nncn1Cc1ccncc1 (stereo unspecified)
15%	CCOCc1nc(C2CCCN(C(=O)Cc3ccc(OC)cc3)C2)no1 (stereo unspecified)
2%	C[C@@H]1C(=O)CC2C(C)(C)CCC[C@]2(C)[C@@]1(O)CCc1ccoc1 (stereo partly specified)
1%	COCCN1CCCCCC(O)c2cc(C(=O)N3CC=C(c4ccccc4)CC3)ccc21 (stereo unspecified)
8%[6.33 µM]	CC(C)NC(=O)N1CCC2(CC1)CN(C(=O)c1ccnc(N)c1)Cc1ccccc1O2
72%[activator]	COCC1CCCN(Cc2nc(-c3ccccc3Cl)oc2C)C1 (stereo unspecified)
33%	COc1ccc(CNC(=O)c2cc(NC(C)=O)cc3nc(C)ccc23)c(OC)c1
37%[activator]	COc1ccc(Cl)cc1S(=O)(=O)N1CCCC(Cn2c(C)nc3cccnc32)C1 (stereo unspecified)
11%[176 µM]	COc1ccccc1CN1C[C@H](O)C[C@H]1c1nc(C2CC2)no1
2%[176 µM]	COc1cccc(CN2CC[C@H](c3nc4ccccc4s3)C2)c1
?	CC1=C[C@@H](CNC(=O)CCCC(=O)O)[C@H](C(C)C)C[C@H]1Cc1nc2ccc(C)cc2[nH]1
4%	COCCN1C(=O)Cc2ccccc2C1C(=O)NCC1CCCCC1 (stereo unspecified)
70%[activator]	CN(C)C(=O)c1n[nH]c2c1CN(C(=O)c1cccc(Cl)c1)CC2
20%	Cc1c(F)cccc1NC(=O)N1CC2CC(C1)[C@H]1CCCC(=O)N1C2 (stereo partly specified)
28%	CN(CC1CCOC1)C(=O)Nc1ccc(Br)cc1 (stereo unspecified)
29%	Cn1cnc(S(=O)(=O)N2CCCC(Cc3noc(-c4ccccc4)n3)C2)c1 (stereo unspecified)
27%	COCCOC1CN(C2CCN(C(=O)Cc3cccc(F)c3)CC2)C12CCCCC2 (stereo unspecified)
4%	COc1ccc(NC(=O)N2CCn3nnc(CCC(=O)NC4CC4)c3C2)cc1
88%[activator][176 µM]	O=c1ncn(Cc2ccccc2)c2ccc(-c3ccoc3)nc12
33%	O=C1NCCOCCCN(C(=O)NCc2ccccc2)[C@H]2CCC[C@@H]12
-1%[176 µM]	COCc1cc(C[C@@H]2C[C@H](NCC3CC3)C2(C)C)no1
8%	O=C(NCC1CCOCC1)Nc1cccc(F)c1
-7%	COc1cc(Cl)c(C)cc1NC(=O)Cn1ccn2nc(-c3ccc(F)cc3)c(CO)c2c1=O
11%	CCOc1cccc(-c2noc(-c3nnn4c3COC(c3cccc(OC)c3)C4)n2)c1 (stereo unspecified)
?	COc1ccc(-c2cc(N3CCCC(NC(=O)c4ccc5[nH]ccc5c4)C3)n[nH]2)cc1 (stereo unspecified)
21%	O=C(c1cccc(Cl)c1)N1CCCC2(Cc3ccccc3NC2=O)C1 (stereo unspecified)
58%[activator]	COc1ccccc1C(=O)NCCC1CCN(C(=O)Nc2ccc(C)cc2)CC1
7%	Cc1cc(=O)n(CC(=O)Nc2ccc3c(c2)OCCO3)c(-c2ccc(Cl)cc2)n1
?	CCn1nccc1C(=O)N1CCC2(CC1)N(C)C(=O)CS2(=O)=O
2%[6.33 µM]	CN(C)C(=O)N1Cc2ccccc2OC2(CCN(C(=O)c3ccc(N)nc3)CC2)C1
65%[176 µM]	COCc1cc(CC2(NCc3ccc(CO)o3)COC2)no1
1%	COC1CCC12CCN(C(=O)c1cnccc1C)CC2 (stereo unspecified)
30%	O=C(C[C@H]1NC(=O)c2ccccc2NC1=O)NCCc1c[nH]c2ccc(F)cc12
-10%[176 µM]	Cc1noc(C)c1-c1cc2c(cc(C)n2C)c(-c2cccc(CO)c2)n1
45%[activator]	O=C1CC2CCCC(C1)N2[S+](=O)([O-])c1cc(C(F)(F)F)cc(C(F)(F)F)c1
?	Cc1cc(CNC(=O)[C@@H]2CCC[C@@H](NC(=O)NC3(c4ccccc4)CCOCC3)CN(C)C(=O)C2)no1
43%	O=C(CC1CCCC1)NC1CCN(c2cnn(CC3CC3)c(=O)c2)CC1
2%[6.33 µM]	FC(F)(F)c1cccc(C2=NOC3(CCCN(CC4CCCC4)C3)C2)c1 (stereo unspecified)
14%	O=C(c1cc(Cl)ccc1F)N1CCN(C(=O)c2nnn3c2COC(c2ccccc2)C3)CC1 (stereo unspecified)
-7%	Cc1nc(-c2ccccc2)n(Cc2nc(-c3cccc(Cl)c3)oc2C)c(=O)c1CCO
-3%	CC(C)CNc1ccc2c(c1)OC[C@H](CC(C)C)NS2(=O)=O
24%	Clc1ccc(C2Cn3nnc(-c4noc(CCc5ccccc5)n4)c3CO2)cc1 (stereo unspecified)
-9%[176 µM]	CN1CCN(c2cc(=O)c3ccnc(-c4ccccc4O)c3o2)CC1
74%[activator][176 µM]	CC(=O)N1CCN(c2ccnc(-c3nnc(C)n3-c3ccccc3)c2)CC1
?	CC(C)(CC(=O)O)CC(=O)N[C@H]1C[C@H]2C(=O)Nc3ccccc3C(=O)N2C1
18%	COc1ccc(CN2C(=O)COC[C@H]2C(=O)Nc2ccc(F)c(F)c2)cc1OC
11%	CC(=O)c1ccc(NC(=O)c2cc3n(n2)CC(c2ccc(Br)cc2)OC3)cc1 (stereo unspecified)
1%[176 µM]	O=C(NC[C@H]1Cn2c(-c3cccc(Cl)c3)cnc2CO1)Nc1ccccc1

# The list continues:
12-LOX inh	Compound
9%	Cc1ccc(C2Cn3nnc(-c4noc(-c5ccc(C)s5)n4)c3CO2)cc1 (stereo unspecified)
33%[activator]	CCc1nc(-c2c3n(c(=O)n(CC(=O)Nc4ccc(F)cc4)c2=O)CCCCC3)no1
38%[activator]	CC(C(=O)NCC1CC1)N1C(=O)COc2ccc(C(=O)COc3cccc(Cl)c3)cc21 (stereo unspecified)
37%[activator]	CN1CCC(C2CCN(C(=O)NC3CCCC3)C2)CC1 (stereo unspecified)
1%	CC(C)CNC(=O)CCC1CCN(S(=O)(=O)c2ccccc2F)CC1

# Quoted from the entries so far, 19 compounds:
12-LOX inh	Compound
1%	COC1CCC12CCN(C(=O)c1cnccc1C)CC2 (stereo unspecified)
30%	O=C(C[C@H]1NC(=O)c2ccccc2NC1=O)NCCc1c[nH]c2ccc(F)cc12
-10%[176 µM]	Cc1noc(C)c1-c1cc2c(cc(C)n2C)c(-c2cccc(CO)c2)n1
45%[activator]	O=C1CC2CCCC(C1)N2[S+](=O)([O-])c1cc(C(F)(F)F)cc(C(F)(F)F)c1
?	Cc1cc(CNC(=O)[C@@H]2CCC[C@@H](NC(=O)NC3(c4ccccc4)CCOCC3)CN(C)C(=O)C2)no1
43%	O=C(CC1CCCC1)NC1CCN(c2cnn(CC3CC3)c(=O)c2)CC1
2%[6.33 µM]	FC(F)(F)c1cccc(C2=NOC3(CCCN(CC4CCCC4)C3)C2)c1 (stereo unspecified)
14%	O=C(c1cc(Cl)ccc1F)N1CCN(C(=O)c2nnn3c2COC(c2ccccc2)C3)CC1 (stereo unspecified)
-7%	Cc1nc(-c2ccccc2)n(Cc2nc(-c3cccc(Cl)c3)oc2C)c(=O)c1CCO
-3%	CC(C)CNc1ccc2c(c1)OC[C@H](CC(C)C)NS2(=O)=O
24%	Clc1ccc(C2Cn3nnc(-c4noc(CCc5ccccc5)n4)c3CO2)cc1 (stereo unspecified)
-9%[176 µM]	CN1CCN(c2cc(=O)c3ccnc(-c4ccccc4O)c3o2)CC1
74%[activator][176 µM]	CC(=O)N1CCN(c2ccnc(-c3nnc(C)n3-c3ccccc3)c2)CC1
?	CC(C)(CC(=O)O)CC(=O)N[C@H]1C[C@H]2C(=O)Nc3ccccc3C(=O)N2C1
18%	COc1ccc(CN2C(=O)COC[C@H]2C(=O)Nc2ccc(F)c(F)c2)cc1OC
11%	CC(=O)c1ccc(NC(=O)c2cc3n(n2)CC(c2ccc(Br)cc2)OC3)cc1 (stereo unspecified)
1%[176 µM]	O=C(NC[C@H]1Cn2c(-c3cccc(Cl)c3)cnc2CO1)Nc1ccccc1
9%	Cc1ccc(C2Cn3nnc(-c4noc(-c5ccc(C)s5)n4)c3CO2)cc1 (stereo unspecified)
33%[activator]	CCc1nc(-c2c3n(c(=O)n(CC(=O)Nc4ccc(F)cc4)c2=O)CCCCC3)no1
